# RORgamma inh – inhibitors of mouse ROR gamma transcriptional activity | 5.4% of 310,000 active | Potency, µM (doses to about 53.6 µM), for the others: at the top dose activity change, negative = inhibition, hits mostly inhibitors | P51450 | Drosophila S2 Gal4-RORgamma UAS-luciferase reporter, 20 h; note: % is set by controls: 0 for no effect and ±100 for the full control effect; nearly all actives have a fitted effect of over 60% in size
# Target sequence (P51450 whole entry, looked up, the tested form may be a part): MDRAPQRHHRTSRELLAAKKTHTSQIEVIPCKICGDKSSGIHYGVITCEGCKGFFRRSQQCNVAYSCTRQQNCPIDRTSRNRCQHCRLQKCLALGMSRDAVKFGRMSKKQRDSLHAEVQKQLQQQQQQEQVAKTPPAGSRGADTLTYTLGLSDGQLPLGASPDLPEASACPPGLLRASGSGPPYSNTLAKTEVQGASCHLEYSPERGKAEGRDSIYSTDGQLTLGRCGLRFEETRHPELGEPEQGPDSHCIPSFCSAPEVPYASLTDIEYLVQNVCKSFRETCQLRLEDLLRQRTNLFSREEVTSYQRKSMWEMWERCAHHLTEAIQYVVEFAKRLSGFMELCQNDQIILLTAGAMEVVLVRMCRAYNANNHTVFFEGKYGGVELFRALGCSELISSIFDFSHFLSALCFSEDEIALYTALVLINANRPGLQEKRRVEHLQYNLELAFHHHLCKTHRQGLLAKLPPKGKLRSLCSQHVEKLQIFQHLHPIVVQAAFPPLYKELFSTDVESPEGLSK
#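 Compounds are pin-transferred onto Drosophila Schneider cells expressing a copper-inducible Gal4–ROR gamma transactivation domain fusion. After 1 hr, copper sulfate is added to 700 uM final; luciferase is read 20 hr later.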
# uPA generation – cell surface uPA generation inhibition. cell surface uPA generation assay, qHTS. Potency, µM (highest dose often 38.3 µM), for inactives: at the highest dose activity change, negative = inhibition, most hits filed as inhibitors. 0.31% of 330,000 active. AID 540303; active = well fitted inhibition curve with a large enough effect; inconclusive = small, poorly fitted or top-dose-only effect; inactive = no such curve, though single readings can be large or run the other way; tested in mouse RAW 264.7 cells; note: % is set by controls: 0 for no effect and ±100 for the full control effect; nearly all actives have a fitted effect of over 55% in size
# FLuc modulator – inhibits or activates purified firefly luciferase, miR-21 counter-screen. purified FLuc, Km substrates, luminescence inhibition. Potency, µM (titrated, usually from 57.5 µM), without a hit: top-dose activity change, negative = inhibition, usual class: inhibitors. 6.9% of 360,000 active;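 note: plate controls were vehicle for no effect and reference inhibitor for full effect; nearly all actives have a fitted effect of over 55% in size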
#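 Purified P. pyralis luciferase, 10 nM final, with Km-level 10 uM D-luciferin and 10 uM ATP in 50 mM Tris acetate pH 7.5, 10 mM Mg acetate, 0.01% Tween-20, 0.05% BSA; 6-point qHTS titration about 60 µM downward; luminescence read.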
# CXXC DNA block – inhibitors of human MLL CXXC domain-DNA interaction; Q03164; MLL-CXXC / FITC-HOXA9 DNA fluorescence polarization; Potency, µM (series often up to 115 µM), for the others: at the highest dose activity change, negative = inhibition, usual class: inhibitors; 0.037% of 290,000 active; AID 2662; active = well fitted inhibition curve with a large enough effect in the polarisation, with a control signal flat, not every such curve was filed as active; inconclusive = small, poorly fitted or top-dose-only effect, or effect the other way, or a change in a side signal; inactive = no such curve, though single readings can be large or run the other way; the % refers to the polarisation
#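 Purified MLL-CXXC (added from a 7 uM solution) was preincubated 5 min at ambient with pinned compounds in 50 mM Tris-HCl pH 7.5, 50 mM NaCl, 1 mM DTT, 0.05% BSA. Fluorescein-labeled HOX-A9 DNA (50 nM solution) followed, 30 min, then polarization read.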
# ELG1 genotox – inducers of genotoxicity in HEK293T ELG1-luciferase cells | Potency, µM (series often up to 46 µM), for inactives: top-dose activity change, positive = activation, usual class: activators | 1.3% of 330,000 active | HEK293T ELG1-luciferase reporter, luminescence, 16 h; note: % of control where 0% means no effect; nearly all actives have a fitted effect of over 60% in size
#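 Genotoxic stress is detected as increased luminescence from luciferase-tagged ELG1 in HEK293T cells, measured with ONE-Glo after a 16 hr treatment at 37 °C.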
# MBNL1 CUG block – inhibitors of human MBNL1 binding to CUG repeat RNA | Q9NR56 | TR-FRET MBNL1-His/biotin-(CUG)12 binding, 665/545 ratio | Potency, µM (doses to about 57.5 µM), for inactives: at the top dose activity change, negative = inhibition, most hits filed as inhibitors | 0.036% of 280,000 active | AID 2675; active = well fitted inhibition curve with a large enough effect in the signal ratio, with a control signal flat, not every such curve was filed as active; inconclusive = small, poorly fitted or top-dose-only effect, or effect the other way, or a change in a side signal; inactive = no such curve, though single readings can be large or run the other way; the % refers to the signal ratio; note: % is set by controls: 0 for no effect and ±100 for the full control effect
# Target sequence (Q9NR56 whole entry, looked up): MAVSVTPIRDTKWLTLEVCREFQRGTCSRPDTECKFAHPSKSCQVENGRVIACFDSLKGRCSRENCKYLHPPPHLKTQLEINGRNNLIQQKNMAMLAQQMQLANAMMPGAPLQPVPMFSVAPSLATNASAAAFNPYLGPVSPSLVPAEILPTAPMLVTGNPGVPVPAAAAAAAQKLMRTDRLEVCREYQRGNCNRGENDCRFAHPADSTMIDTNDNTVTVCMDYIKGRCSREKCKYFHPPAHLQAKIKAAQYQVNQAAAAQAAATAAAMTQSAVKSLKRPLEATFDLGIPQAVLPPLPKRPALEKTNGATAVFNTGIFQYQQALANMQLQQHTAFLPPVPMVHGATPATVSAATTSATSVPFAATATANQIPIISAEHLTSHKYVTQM
#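 TR-FRET between His-tagged MBNL1 and biotin-(CUG)12 RNA, detected with Tb anti-His antibody (0.055 ng/ul) and streptavidin-XL665 (5 nM), 60 min at room temperature. Compounds titrated 92 nM to 58 uM; 665/545 nm ratio normalized to buffer and complex controls.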
# BRCA1 expr up – BRCA1 expression activation | Potency, µM (top dose mostly 46.1 µM), for the others: at the top dose activation, hits mostly activators | AID 624202 | MCF7-BRCA1-FFLuc reporter, luminescence, 48 h; response scale: scaled: vehicle 0%, 10 µM genistein 100% | 1.1% of 380,000 active; note: nearly all actives have a fitted effect of over 80% in size; some results filed as inactive show a strong effect at the top dose
#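 First, MCF7-BRCA1-FFLuc cells (2000/well) attach for 2 h; next, compounds are pin-added and incubated 48 h at 37 °C; finally, luciferase reagent is added and luminescence read after 15 min.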
# Rab9 promoter act – Rab9 promoter activation; Huh7 Rab9 promoter-luciferase reporter, luminescence, 24 h; Potency, µM (titrated, usually from 9.22 µM), for inactives: at the highest dose activation, negative = inhibition, hits mostly activators; 2.8% of 320,000 active; AID 485297; note: % of control where 0% means no effect; nearly all actives have a fitted effect of over 60% in size
#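 Cell-based reporter: Huh7 stable for Rab9 promoter-driven luciferase, plated in reduced-serum medium with 10% FBS at 1500 cells/well, compound-treated 24 h at 37 °C, luminescence read after 10 min reagent.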
# p53 reactivation – restores transcriptional activity of mutant p53; AID 504706; Potency, µM (top dose mostly 92.2 µM), for the others: at the top dose activity change, positive = activation, usual class: activators; H1299 p53-A138V BP100-luciferase reporter, luminescence, 24 h; 0.063% of 320,000 active; note: % of control where 0% means no effect; nearly all actives have a fitted effect of over 45% in size
#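 H1299 (p53-null), stable ts p53-A138V + BP100-Luc; 1000 cells/well, Opti-MEM/10% FBS; cpd 4 pt, 1:5; 24 h, 37 deg C, 5% CO2; detection reagent 10 min RT; luminescence.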
# NPC1 promoter act – NPC1 promoter activation; Huh7 NPC1 promoter luciferase reporter, 24 h; Potency, µM (doses to about 9.22 µM), without a hit: top-dose activation, usual class: activators; AID 485313; 2.4% of 320,000 active;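 note: % of control where 0% means no effect; nearly all actives have a fitted effect of over 60% in size; reporter is driven by a mutant NPC1 promoter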
#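 NPC1 promoter–luciferase Huh7 cells; 24 h compound; luminescence.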
# VP16 counter – inhibits Gal4-VP16 luciferase reporter, ROR gamma counter-screen; Drosophila S2 Gal4-VP16 UAS-luciferase, luminescence, 20 h; Potency, µM (top dose mostly 53.6 µM), for inactives: at the top dose activity, negative = inhibition, most hits filed as inhibitors; 3.5% of 310,000 active; AID 2546;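 note: Gal4-VP16 expression switched on by copper sulfate through the metallothionein promoter; % is set by controls: 0 for no effect and ±100 for the full control effect; nearly all actives have a fitted effect of over 50% in size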
# * = called active by the depositor; u = inconclusive; x = no result given; [ ] = remark or other dose. Unless noted, calls come from the whole dose curve; as a rule, active = well fitted curve in the direction sought with a large enough effect; inconclusive = small, poorly fitted or top-dose-only effect, or another doubt; inactive = no such curve, though single readings can be large; an effect the other way counts as inactive or inconclusive. Potency is the fitted concentration of half-maximal effect. This is a subset; count on the stated rates, not on these rows.
Molecule	RORgamma inh	uPA generation	FLuc modulator	CXXC DNA block	ELG1 genotox	MBNL1 CUG block	BRCA1 expr up	Rab9 promoter act	p53 reactivation	NPC1 promoter act	VP16 counter
CC1(C)CC(NC(=O)c2ccc(Cl)c(S(=O)(=O)N(Cc3ccccc3)c3ccccc3)c2)CC(C)(C)N1	x	-12.7%	-0.9%	x	8.9%	x	-89.8%	-1.5%	8.8%	-6.9%	x
CCCCN(C)CCNC(=O)c1c[nH]c2ccc(S(=O)(=O)N(CC)CC)cc2c1=O	-3.4%	3.0%	-5.5%	-10.4%	-4.1%	-10.2%	-0.8%	-3.2%	-7.8%	6.2%	-4.3%
CCCn1c(C)cc(/C=C(\C#N)C(=O)OCC(=O)Nc2cc(OC)c(OC)c(OC)c2)c1C	41.2%	-3.1%	13.5µM*	1.7%	19.1%	u	113.9%	25.2%	u	17.0%	4.9%
CCOC(=O)c1cc(C#N)c(N2CCN(c3ccc(OC)cc3)CC2)[nH]c1=O	8.0%	-4.3%	u	-5.0%	6.7%	0.6%	4.6%	17.8%	2.6%	-1.8%	-0.9%
O=C(Nc1ccc(Cl)cc1C(=O)NCCN1CCOCC1)c1ccco1	19.9%	8.5%	2.6%	-1.4%	0.9%	u	4.6%	-1.4%	2.3%	-1.0%	4.3%
Cc1ccc(-n2c(C)cc3c2CCCC3=O)cc1	22.7%[0.365 µM]	-6.5%	2.3%	8.4%	u	0.7%	-15.1%	-4.0%	-13.6%	-0.8%	x
CCC1(C)NC(=O)N(CC(=O)NCC(=O)Nc2c(C)cc(C)cc2C)C1=O (stereo not drawn)	x	25.3%	3.6%	x	1.8%	x	-4.4%	-4.3%	17.7%	-1.9%	x
c1ccc2c(c1)nnn2-c1ncnc2sc3c(c12)CCCC3	-1.9%	15.8%	-1.8%	1.4%	-3.3%	53.8%[activator]	-15.2%	-4.8%	-0.2%	-1.3%	-5.5%
Cc1cccc(NS(=O)(=O)c2ccccc2)n1	-25.7%	x	2.5%	5.4%	-1.5%	4.9%	-0.1%	-6.5%	5.3%	1.6%	-1.7%
CSc1nncn1/N=C/c1ccc2c(c1)OCO2	u	x	-10.1%	1.3%	7.2%	8.2%	11.1%	12.5%	7.9%	2.2%	16.7%
Cc1cc(=O)cc(C)n1-c1ccc(Br)cc1	21.2%	-2.9%	4.8%	-2.8%	1.9%	-13.4%	0.0%	-4.9%	11.1%	-0.7%	-6.5%
Cc1cc2nc(C)c3c(n2n1)CCC3	-0.6%	-0.8%	-4.1%	4.9%	6.4%	-0.9%	5.5%	-1.5%	-3.6%	-4.3%	-5.7%
Cc1csc(NC(=O)c2cc3c(s2)-c2ccccc2OC3)n1	40.9%	-13.4%	u	-6.4%	16.7%	-0.1%	23.4%	u	u	3.55µM*	-17.6%
Cc1cccc(C(C)C)c1NC(=O)C(C)OC(=O)Cn1cnc2c1c(=O)n(C)c(=O)n2C (stereo not drawn)	x	1.4%	1.9%	x	0.4%	x	-15.6%	-0.6%	2.0%	-0.3%	x
COC(=O)CNC(=O)c1nn(-c2cccc(OC)c2)c(=O)c2ccccc12	1.5%	-1.8%	2.0%	1.8%	0.0%	-4.8%	-2.9%	-3.4%	-4.3%	-4.3%	-1.1%
O=C(NCCO)C(=O)Nc1cc2c3c(c1)CC(=O)N3CCC2	7.4%	-3.8%	6.1%	15.2%	0.7%[9.26 µM]	5.4%	-13.9%	u	8.3%	1.0%	1.9%
COc1ccc(N2C(=O)C3CCCN3C2c2cccc(Br)c2)cc1 (stereo not drawn)	18.8%	8.0%	0.0%	-2.8%	-1.2%	-11.5%	4.2%	2.1%	-1.6%	0.6%	2.2%
CCOC(=O)c1c(N2CCCCC2)c2ccccc2[nH]c1=O	16.4%	10.6%	-1.1%	2.9%	-9.1%	-11.1%	-26.5%	0.6%	-4.4%	1.2%	-11.1%
CCC(C)(C)NC(=O)C(c1cccc(OC)c1OC)N(Cc1ccccc1)C(=O)CCC(=O)Nc1cc(C)on1 (stereo not drawn)	17.0%	2.9%	3.4%	-0.8%	-14.0%	0.4%	0.0%	2.6%	-6.1%	-7.5%	-15.1%
CCOC(=O)Cn1c(=O)oc2cc(S(=O)(=O)N3CCn4c3nc3ccccc34)ccc21	29.2%	5.3%	2.0%	9.4%	-10.1%	u	3.3%	-4.4%	-3.6%	2.8%	4.2%
O=C(CNC(=O)c1ccc(=O)[nH]c1)Nc1ccc(F)c(F)c1	-2.6%	1.3%	-1.2%	10.2%	8.8%	-5.1%	17.8%	-1.7%	7.4%	-3.4%	5.3%
COCCN1CC(=O)N(c2cccc(C)c2C)C(c2ccc(Cl)cc2)C1=O (stereo not drawn)	1.1%	5.0%	-0.9%	6.0%	0.1%	0.7%	9.2%	-0.4%	-12.2%	0.4%	2.8%
c1ccc(C[C@H]2CN=C(Nc3ccccc3)N2CCC2CCCC2)cc1	x	-24.6%	-1.4%	x	-7.1%	x	-14.6%	-5.2%	5.6%	1.6%	x
Cc1ccc(-c2nn(C)c(=O)c3ccccc23)cc1CN1CCCCC1	1.4%	-4.5%	4.4%	11.5%	0.6%	9.0%	-25.8%	7.0%	-4.0%	-2.1%	5.4%
O=C(COC(=O)c1nc(Cl)ccc1Cl)NCc1ccc(Cl)cc1	x	-2.3%	x	x	1.2%	x	2.2%	2.2%	3.1%	-2.2%	x
N#Cc1c(-c2ccc(F)cc2)nc2n(c1=O)CCS2	14.7%	x	2.8%	7.6%	0.2%	10.5%	-17.1%	-1.8%	-0.5%	3.7%	1.2%
Cc1cc(C)cc(-c2nnc(SCC(=O)c3ccc4c(c3)OCCO4)o2)c1	10.5%	6.9%	5.3%	4.2%	4.4%	u	3.5%	0.9%	8.1%	-0.7%	1.6%
Cc1ccc([C@@H]2[C@@H]3C(=O)N(c4ccccc4)C(=O)[C@@H]3[C@]3(C)C(=O)N(Cc4ccc(-c5ccccc5)cc4)CC(=O)N23)o1	41.2%	-1.4%	-14.5%	3.2%	0.9%	-0.5%	-15.8%	-4.0%	3.5%	4.2%	-0.5%
Cc1ccc(C)c(SCC(=O)Nc2ccc(C)c(S(=O)(=O)N3CCOCC3)c2)c1	x	-20.5%	-3.1%	x	-0.1%	x	-24.6%	-5.1%	u	-11.2%	x
Brc1cccc(-c2nnc3sc(CN4CCC5(CC4)OCCO5)cn23)c1	-6.5%	x	3.6%	-0.9%	-3.1%	3.9%	-3.3%	2.5%	-38.2%[inhibitor]	-4.1%	-6.4%
COc1cccc(NC(=O)CN(C)S(=O)(=O)c2ccc3c(c2)NC(=O)CS3)c1	30.9%	-4.3%	-0.6%	2.2%	-4.8%	-4.4%	0.4%	1.4%	-2.4%	4.1%	9.1%
O=C(O)c1cc(N/N=C/c2ccncc2)ccc1Cl	-41.3%	0.0%	9.53µM*	-2.9%	-0.2%	u	-20.4%	19.6%	-11.3%	17.7%	-6.3%
CCOC(=O)c1ccc(Cn2c(-c3ccccc3)nnc2-c2ccccc2)o1	14.9%	-1.3%	-21.4%	-5.0%	u	-7.6%	7.5%	-2.7%	-6.8%	-0.7%	6.7%
O=C(NCc1ccc2c(c1)OCO2)c1ccc(Cl)c(S(=O)(=O)N2CCOCC2)c1	14.4%	x	1.7%	1.5%	2.0%	4.9%	1.1%	-7.8%	-3.1%	0.4%	10.2%
CCOc1ccccc1N(CC(=O)N1CCCCCC1)S(C)(=O)=O	9.1%	4.4%	7.0%	11.8%	0.4%	0.7%	0.0%	0.2%	-11.7%	-2.0%	-7.5%
CCOc1cc(/C=N/Nc2ncnc(Cl)c2N)ccc1O	20µM*	-5.0%	10.7µM*	11.7%	u	u	47.1%	22.2%	21.5%	16.1%	u
CC(CCc1ccccc1)NC(=O)c1cccc([N+](=O)[O-])c1 (stereo not drawn)	18.9%	7.1%	-3.4%	9.2%	-0.3%	u	-8.6%	-0.5%	-3.1%	-0.9%	u

# Record cards (already shown). Screens in order: RORgamma inh	uPA generation	FLuc modulator	CXXC DNA block	ELG1 genotox	MBNL1 CUG block	BRCA1 expr up	Rab9 promoter act	p53 reactivation	NPC1 promoter act	VP16 counter
# `CC(CCc1ccccc1)NC(=O)c1cccc([N+](=O)[O-])c1` (stereo not drawn) is entered as 18.9%	7.1%	-3.4%	9.2%	-0.3%	u	-8.6%	-0.5%	-3.1%	-0.9%	u
# `Cc1ccc(C)c(SCC(=O)Nc2ccc(C)c(S(=O)(=O)N3CCOCC3)c2)c1` is entered as x	-20.5%	-3.1%	x	-0.1%	x	-24.6%	-5.1%	u	-11.2%	x

# High-throughput results as filed in PubChem.
